CBFb RUNX1 block: qHTS Assay for Compounds Blocking the Interaction Between CBF-beta and RUNX1 for the Treatment of Acute Myeloid Leukemia | Runt-related transcription factor 1 (Homo sapiens) + Core-binding factor subunit beta … | AlphaScreen CBFb-His/RUNX1-biotin binding, biochemical | Potency, µM (doses to about 59.8 µM), for the others: at the top dose activity, negative = inhibition, actives largely listed as inhibitors | 230,000 tested, under 10 active | AID 1477, 2009; note: % of control where 0% means no effect
Target sequence (Q01196 whole entry, looked up): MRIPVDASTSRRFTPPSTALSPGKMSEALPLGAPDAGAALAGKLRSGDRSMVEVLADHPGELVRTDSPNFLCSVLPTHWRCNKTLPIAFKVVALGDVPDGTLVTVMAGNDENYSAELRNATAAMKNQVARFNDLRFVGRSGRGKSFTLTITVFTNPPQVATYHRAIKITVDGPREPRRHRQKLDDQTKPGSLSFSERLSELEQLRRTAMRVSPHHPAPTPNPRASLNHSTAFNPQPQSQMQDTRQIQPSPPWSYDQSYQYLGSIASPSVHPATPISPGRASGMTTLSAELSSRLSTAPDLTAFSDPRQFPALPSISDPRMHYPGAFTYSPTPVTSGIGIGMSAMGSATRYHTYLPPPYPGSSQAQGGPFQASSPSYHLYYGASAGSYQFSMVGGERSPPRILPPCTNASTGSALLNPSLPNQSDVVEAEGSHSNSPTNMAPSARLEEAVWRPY
Target sequence (Q13951 whole entry, looked up): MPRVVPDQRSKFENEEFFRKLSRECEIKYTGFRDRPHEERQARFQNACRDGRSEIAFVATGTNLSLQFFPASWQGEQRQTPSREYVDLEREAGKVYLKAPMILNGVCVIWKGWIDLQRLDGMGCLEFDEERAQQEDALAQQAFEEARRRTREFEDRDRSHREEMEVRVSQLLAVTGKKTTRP
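Room-temperature protein-protein interaction test with 30 nM each of His-tagged CBF-beta and biotinylated RUNX1, 15 min with compound, then 90 min with nickel plus streptavidin beads. Signal read in AlphaScreen mode.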
GLA spleen mod: qHTS Assay for Inhibitors and Activators of Human alpha-Galactosidase From Spleen Homogenate; human spleen homogenate, 4MU-alpha-Gal fluorescence, 40 min; hit rate 0.008% among 240,000; Potency, µM (doses to about 80 µM), inactives show top-dose activity change, negative = inhibition, usual class: inhibitors; Alpha-galactosidase A (Homo sapiens), P06280;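 note: potency is the fitted concentration of half-maximal effect; 0% = enzyme with vehicle and -100% = no enzyme basal signal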
Target sequence (P06280 32-429 limits assumed): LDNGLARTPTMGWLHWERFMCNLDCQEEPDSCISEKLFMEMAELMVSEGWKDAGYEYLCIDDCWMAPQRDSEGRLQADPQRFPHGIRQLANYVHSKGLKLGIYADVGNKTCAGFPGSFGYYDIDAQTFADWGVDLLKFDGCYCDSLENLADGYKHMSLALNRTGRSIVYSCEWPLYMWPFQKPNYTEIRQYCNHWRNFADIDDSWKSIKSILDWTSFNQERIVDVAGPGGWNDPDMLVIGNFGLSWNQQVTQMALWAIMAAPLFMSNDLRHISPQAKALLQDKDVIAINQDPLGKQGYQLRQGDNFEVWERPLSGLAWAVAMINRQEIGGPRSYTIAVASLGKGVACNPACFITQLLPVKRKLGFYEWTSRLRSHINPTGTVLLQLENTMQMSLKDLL
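Inhibition or activation of alpha-galactosidase in human spleen homogenate is scored by 4-MU fluorescence after 40 min at 37C, pH 5.0, with 1 mM substrate. AC50s come from concentration-response fitted to the Hill equation.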
NPSR antagonist: qHTS Assay for Antagonists of the Neuropeptide S Receptor: cAMP Signal Transduction; Q6W5P4; CHO-NPSR cells, cAMP TR-FRET, antagonist mode; Potency, µM (highest dose often 38.3 µM), without a hit: top-dose activity change, negative = inhibition, most hits filed as inhibitors; hit rate 1% among 220,000; AID 1461, 2008; note: potency is the fitted concentration of half-maximal effect; % is set by controls: 0 for no effect and ±100 for the full control effect; nearly all actives have a fitted effect of over 50% in size; many of its hits are not listed in these tables
IMPase Li cell: qHTS Assay for Identifying the Cell-Membrane Permeable IMPase Inhibitors: Potentiation with Lithium; hit rate 0.35% among 210,000; CHO-M1 cells, IP1 TR-FRET (IP-One), carbachol + lithium; Potency, µM (top dose mostly 59.4 µM), for the others: at the highest dose activity, negative = IMPase inhibition, most hits filed as inhibitors;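 note: IP1 builds up when IMPase is blocked and the TR-FRET signal falls; potency is the fitted concentration of half-maximal effect; plate controls were basal vehicle for no effect and high inhibitor control for full effect; nearly all actives have a fitted effect of over 50% in size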
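Steps: plate 2000 CHO-M1 cells per well and culture 16–30 h; add compound and lithium; incubate 30 min, 37C; add d2-IP1 tracer and Eu cryptate anti-IP1 antibody in lysis buffer; read after 10 min at room temperature.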
Epigenetic derep: Quantitative High-Throughput Screen for Regulators of Epigenetic Control; murine LDR cells, GFP reporter derepression, 30 h; hit rate 0.2% among 280,000; Potency, µM (doses to about 53.9 µM), without a hit: at the top dose GFP activation, usual class: activators; note: potency is the fitted concentration of half-maximal effect; % of control where 0% means no effect; nearly all actives have a fitted effect of over 60% in size
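GFP-positive cell count by laser-scanning cytometry (objects 20–120 um) after 30 h, 37 C compound exposure of murine LDR cells; reporter is CMV-GFP integrated at a silenced locus, inducible by HDAC or DNMT inhibitors.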
Luc counter: Counterscreen for Luciferase (Kinase-Glo TM) Inhibition; AID 1379, 2008; Luciferin 4-monooxygenase (Photuris pensylvanica), Q27757; hit rate 0.28% among 200,000; Potency, µM (top dose mostly 38.3 µM), for inactives: at the highest dose activity change, negative = inhibition, usual class: inhibitors; Kinase-Glo luciferase, ATP luminescence, 8 min; note: potency is the fitted concentration of half-maximal effect; % is set by controls: 0 for no effect and ±100 for the full control effect; nearly all actives have a fitted effect of over 60% in size
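Recombinant Kinase-Glo luciferase, 10 uM ATP (linear range), luciferin; imidazole pH 7.2 / KCl / MgCl2 / Tween / BSA buffer; 8 min RT; luminescence.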
Lamin A splicing: qHTS Assay for Modulators of Lamin A Splicing. hit rate 0.01% among 200,000. Potency, µM (titrated, usually from 46.1 µM), inactives show at the highest dose ratio change, negative = inhibition, actives largely listed as inhibitors. HeLa LMNA splicing GFP/RFP minigene ratio, 48 h; active = well fitted inhibition curve with a large enough effect in the signal ratio, with a control signal flat, not every such curve was filed as active; inconclusive = small, poorly fitted or top-dose-only effect, or effect the other way, or a change in a side signal; the % refers to the signal ratio; note: potency is the fitted concentration of half-maximal effect; % is set by controls: 0 for no effect and ±100 for the full control effect
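S3 HeLa cells stably expressing lamin A-EGFP splicing minigene plus DsRed2, 600 cells/well, 48 h compound exposure at 37C. Laser-scanning cytometry; analysed as GFP (500-530 nm)/RFP (575-640 nm) total intensity ratio; 0.5% DMSO vehicle.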
Numbers without * were called inactive; ? = inconclusive; . = no result given; [ ] = dose if it differs, or a comment. Unless noted, calls come from the whole dose curve; as a rule, active = well fitted curve in the direction sought with a large enough effect; inconclusive = small, poorly fitted or top-dose-only effect, or another doubt; inactive = no such curve, though single readings can be large; an effect the other way counts as inactive or inconclusive. Not all compounds are listed; the hit share may differ from the screen's.

The line under a structure holds: CBFb RUNX1 block	GLA spleen mod	NPSR antagonist	IMPase Li cell	Epigenetic derep	Luc counter	Lamin A splicing
CC(=O)c1c(C)[nH]c(C(=O)OCCCCN2C(=O)c3ccccc3C2=O)c1C
 : -2%	2%	-11%[46.1 µM]	23%[38.3 µM]	-1.0%	0%	?
COc1ccc(CNC(=S)Nc2ccc(F)c(Cl)c2)cc1OC
 : 5%	-10%	-8%	-9%	1.1%	0%	-28%[46 µM]
CC(=O)c1c(N2CCC(C(N)=O)CC2)nc(=S)n(-c2ccccc2)c1C
 : 0%	-2%	-7%[46.1 µM]	-8%[38.3 µM]	-3.4%	-1%	9%
C/C(=N\NC(=O)c1cccc(N/N=C(\C)c2ccncc2)c1)c1ccncc1
 : 4%	-1%	-12%	35%[activator]	-0.1%	-3%	?
COc1ccc(/C=N/NC(=O)c2cccnc2)cc1CN1CCCc2ccccc21
 : ?	-2%	-43%	8%	-0.8%	2%	-14%[46 µM]
COCCCN1C(=O)c2ccc(C(=O)OCC(=O)N(C)c3ccccc3)cc2C1=O
 : 7%	-1%	2%	6%	-1.3%	6%	-8%[46 µM]
O=C(O)[C@@H]1CN[C@@H](C(=O)O)C1
 : ?	-4%	.	-2%	3.2%	.	.
N#CCCS(=O)(=O)c1ccccc1
 : -5%	10%	.	8%	0.0%	-3%	.
OCCC1CN(Cc2ccccc2OC2CCCC2)CCN1Cc1ccsc1 (centres undefined)
 : 4%	1%	9%	19%	-0.4%	3%	2%[46 µM]
Cc1nc2ccc(-c3ccccc3)cc2o1
 : -7%	-5%	10%[46.1 µM]	-10%[38.3 µM]	-1.0%	-5%	2%
Cc1cccc(-c2ncc(CN3CCCC(CO)(Cc4ccccc4C)C3)cn2)c1 (centres undefined)
 : 15%	-13%	?	7%	-0.1%	.	.
COc1ccc(CNC(=O)c2sc3nc4c(c(C(F)(F)F)c3c2N)CCC4)cc1OC
 : -1%	7%	-13%	-2%	-1.0%	12%	?
O=C(CCNS(=O)(=O)c1cccc2nonc12)NCc1cccs1
 : 1%	5%	6%[46.1 µM]	14%[38.3 µM]	1.2%	-1%	0%
O=C(CSc1ncnc2sccc12)Nc1ccccc1F
 : 9%	-7%	-25%	1%	1.0%	1%	-1%[9.22 µM]
CC(C)(C)c1cc2cccnc2n1Cc1cccc(Cl)c1
 : 15%	2%	-28%[46.1 µM]	12%	-2.4%	5%	-12%
COc1cccc(/C=N/NC(=O)c2oc3nc(-c4ccccc4)cc(-c4ccco4)c3c2N)c1
 : -2%	6%	-17%	.	2.1%	.	.
O=C(Nc1ccccc1SCC1CSc2nc3ccccc3c(=O)n21)c1cccc(Cl)c1 (centres undefined)
 : 9%	5%	0%[46.1 µM]	29%[38.3 µM]	6.5%	3%	?
CCCOC(=O)c1c(NC(=O)CCCn2nc([N+](=O)[O-])cc2C)sc(C(=O)OC)c1C
 : -2%	1%	-16%	12%	-1.0%	-2%	-8%
NC(=O)c1ncn(C2OC(CO)C(O)C2O)c1N (centres undefined)
 : .	9%	.	-12%	6.5%	0%	?
CCC(=O)Nc1cc(NC(=O)CSc2nnc(C(C)C)n2CC)ccc1C
 : -1%	7%	-7%[46.1 µM]	7%[38.3 µM]	1.9%	-3%	9%

Not a retest: ten of the compounds above.
The line under a structure holds: CBFb RUNX1 block	GLA spleen mod	NPSR antagonist	IMPase Li cell	Epigenetic derep	Luc counter	Lamin A splicing
OCCC1CN(Cc2ccccc2OC2CCCC2)CCN1Cc1ccsc1 (centres undefined)
 : 4%	1%	9%	19%	-0.4%	3%	2%[46 µM]
Cc1nc2ccc(-c3ccccc3)cc2o1
 : -7%	-5%	10%[46.1 µM]	-10%[38.3 µM]	-1.0%	-5%	2%
Cc1cccc(-c2ncc(CN3CCCC(CO)(Cc4ccccc4C)C3)cn2)c1 (centres undefined)
 : 15%	-13%	?	7%	-0.1%	.	.
COc1ccc(CNC(=O)c2sc3nc4c(c(C(F)(F)F)c3c2N)CCC4)cc1OC
 : -1%	7%	-13%	-2%	-1.0%	12%	?
O=C(CCNS(=O)(=O)c1cccc2nonc12)NCc1cccs1
 : 1%	5%	6%[46.1 µM]	14%[38.3 µM]	1.2%	-1%	0%
O=C(CSc1ncnc2sccc12)Nc1ccccc1F
 : 9%	-7%	-25%	1%	1.0%	1%	-1%[9.22 µM]
CC(C)(C)c1cc2cccnc2n1Cc1cccc(Cl)c1
 : 15%	2%	-28%[46.1 µM]	12%	-2.4%	5%	-12%
COc1cccc(/C=N/NC(=O)c2oc3nc(-c4ccccc4)cc(-c4ccco4)c3c2N)c1
 : -2%	6%	-17%	.	2.1%	.	.
O=C(Nc1ccccc1SCC1CSc2nc3ccccc3c(=O)n21)c1cccc(Cl)c1 (centres undefined)
 : 9%	5%	0%[46.1 µM]	29%[38.3 µM]	6.5%	3%	?
CCCOC(=O)c1c(NC(=O)CCCn2nc([N+](=O)[O-])cc2C)sc(C(=O)OC)c1C
 : -2%	1%	-16%	12%	-1.0%	-2%	-8%

The listing continues.
The line under a structure holds: CBFb RUNX1 block	GLA spleen mod	NPSR antagonist	IMPase Li cell	Epigenetic derep	Luc counter	Lamin A splicing
O=C(CN1CCN(S(=O)(=O)/C=C/c2ccccc2)CC1)NC(=O)NCc1ccco1
 : ?	7%	13%[7.67 µM]	1%[38.3 µM]	0.3%	-1%	3%
CCOC(=O)C1(CCOc2ccccc2)CCN(Cc2cccn2-c2ncccn2)CC1
 : 12%	2%	1%	12%	-1.2%	.	.
COC(=O)c1sccc1NC(=O)c1ccc(C)s1
 : 19%	2%	-4%[46.1 µM]	7%	4.7%	-3%	-5%
FC(F)(F)c1cnc(NNC(=S)Nc2ccccc2Cl)c(Cl)c1
 : -10%	0%	-12%[46.1 µM]	.	1.8%	.	-21%
CCOc1c(OC)cc(C2C(C#N)=C(N)Oc3n[nH]c(-c4ccncc4)c32)cc1OC (centres undefined)
 : -1%	-3%	-17%[46.1 µM]	9%[38.3 µM]	-0.2%	-1%	16%
NC1(C(=O)O)CCc2cc(P(=O)(O)O)ccc21 (centres undefined)
 : ?	19%	.	-6%	0.0%	.	.
O=C(CN(CC1CCCO1)C(=O)c1nsc(Cl)c1Cl)NC1CCCC1 (centres undefined)
 : -2%	-8%	-8%	2%	-0.1%	-5%	19%[46 µM]
COc1ccc(C(=O)NCCn2cc(SCC(=O)Nc3cc(C)on3)c3ccccc32)cc1OC
 : 0%	0%	-10%[46.1 µM]	5%[38.3 µM]	0.0%	0%	-5%
COc1ccc(C2CCCN2C(=S)Nc2ccc(C)cc2Cl)cc1OC (centres undefined)
 : 0%	-10%	6%	6%	-1.0%	-1%	-2%[46 µM]
CCCC(=O)Oc1ccc(N(C(=O)CCC)S(=O)(=O)c2cccs2)cc1
 : 15%	-8%	-11%	-5%	-1.2%	0%	19%[9.22 µM]
c1ccc2c(c1)CC(N1CCCCC1)c1ccccc1N2 (centres undefined)
 : 3%	0%	-9%[46.1 µM]	34%[activator][38.3 µM]	0.0%	0%	0%
O=C(OCC(=O)c1cccs1)c1ccc([N+](=O)[O-])o1
 : -2%	-2%	20%	5%	2.2%	-1%	?
COc1cc(/C=N/NS(=O)(=O)c2ccccc2)ccc1OS(=O)(=O)c1ccc(C)cc1
 : -4%	12%	?	8%	3.0%	-2%	-15%
Cc1ccc(NC(=O)CC2S/C(=N/N=C3\CCCc4ccccc43)NC2=O)cc1 (centres undefined)
 : -7%	-14%	-15%	5%	0.9%	-4%	-10%
COC(=O)CNC(=O)c1ccccc1C
 : 2%	6%	-4%[46.1 µM]	-1%[38.3 µM]	-6.0%	0%	-2%
COc1cccc(-n2c(Cc3cc(=O)[nH]c(=O)[nH]3)nnc2SCC(=O)NC2CCCC2)c1
 : 2%	-3%	3%[46.1 µM]	1%[38.3 µM]	0.0%	-1%	-1%
C#Cc1cccc(Nc2ncnc3cc(OC)c(OC)cc23)c1
 : 22%	3%	.	4%	0.0%	.	.
COc1cc(OC)cc(C(=O)NC2=NCCS2)c1
 : -8%	-10%	0%[46.1 µM]	9%[38.3 µM]	2.8%	-6%	0%
O=C(C1=NN[C@@H]2C(=O)N(c3cccc(F)c3)C(=O)[C@H]12)c1ccc2ccccc2n1
 : -5%	-2%	-7%[46.1 µM]	6%	2.3%	3%	-4%
Cc1ccc(-c2nc3ccccc3o2)cc1NC(=O)c1ccc2c(c1)OCO2
 : 11%	2%	?	21%[38.3 µM]	-1.0%	-6%	6%
CCCCNC(=O)C1CC(=O)N(C2CCCCC2)C1 (centres undefined)
 : -2%	-15%	14%[46.1 µM]	8%[38.3 µM]	0.7%	2%	-2%[0.0737 µM]
Nc1c(CO)nnn1-c1ccccc1
 : -5%	5%	12%	-14%	-0.1%	-5%	?
CCOc1ccc(NC(=O)c2csc3c2CCCC3)cc1
 : -1%[2.36 µM]	1%	-17%	9%	0.5%	-7%	-12%
COc1ccc(Cc2nnc(SCC(=O)c3cccc([N+](=O)[O-])c3)n2C)cc1
 : -1%	4%	-17%[46.1 µM]	3%[38.3 µM]	-0.4%	0%	10%
CCc1c(C)nc2cc(C)[nH]n2c1=O
 : 2%	5%	3%[46.1 µM]	-5%[38.3 µM]	2.1%	0%	7%
CCOC(=O)c1c(NC(=O)C2C3C=CC(C3)C2C(=O)O)sc2c1CC(C)CC2 (centres undefined)
 : -1%	-5%	-28%	-14%	-0.1%	0%	-15%[46 µM]
CC1CCC2C(=O)N(c3ccc(Cc4ccncc4)cc3)C(=O)C2C1 (centres undefined)
 : -2%	-1%	10%	15%	0.0%	0%	?
